Mdm2-MdmX inh: disrupts the human Mdm2-MdmX interaction. AID 485346. O15151+Q00987. SaOS-2 split-luciferase Mdm2/MdmX complementation, luminescence. 330,000 compounds, 3% hits. inhibition, % at 8 µM;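 active = inhibition of at least 50% at 8 µM in the primary screen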
CCR6 antag: CCR6 (human) receptor antagonism | 340,000 compounds, 0.49% hits | P51684 | inhibition, % at 20 µM | CHO-K1 CCR6 PathHunter beta-arrestin, luminescence, CCL20-stimulated;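 active = compounds whose inhibition of the agonist-driven luminescence signal at 20 µM reaches about 50%, limit read from the data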;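 also: cells stimulated with CCL20 at 14 nM final; plate controls were DMSO with CCL20 for no effect and DMSO without agonist for full effect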
CXCR6 block: inhibitors of human CXCR6 receptor. O00574. CHO-K1 PathHunter CXCR6 beta-arrestin, luminescence. inhibition, % at 20 µM. 360,000 compounds, 0.36% hits. AID 602244; in the data active = inhibition above about 34%, passing the limit was not always enough;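 also: antagonist mode with CXCL16 agonist at 10 nM final; 0% = 10 nM CXCL16 with DMSO and 100% = unstimulated wells without agonist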
Target sequence (O00574 whole entry, looked up): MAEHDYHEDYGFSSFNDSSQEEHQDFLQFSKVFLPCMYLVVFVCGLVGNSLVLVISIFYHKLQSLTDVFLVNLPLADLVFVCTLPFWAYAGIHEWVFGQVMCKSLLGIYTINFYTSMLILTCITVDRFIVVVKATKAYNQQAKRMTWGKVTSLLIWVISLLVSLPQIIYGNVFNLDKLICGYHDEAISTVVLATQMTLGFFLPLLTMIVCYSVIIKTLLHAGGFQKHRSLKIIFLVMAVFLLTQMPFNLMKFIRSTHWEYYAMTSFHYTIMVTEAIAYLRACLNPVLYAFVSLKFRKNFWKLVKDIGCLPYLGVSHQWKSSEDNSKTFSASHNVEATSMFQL
CHOP UPR activ: apoptotic UPR (CHOP) activation; CHO-CHOP luciferase reporter, luminescence; percent of tunicamycin response over DMSO baseline; activation, % at 10 µM; 330,000 compounds, 0.34% hits; AID 449763;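 active = at 10 µM dose, activation of 40% or more, normalized to positive control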;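 also: 100% = tunicamycin at 10 µg/mL and 0% = DMSO alone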
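Material: CHO-CHOP cells, stable luciferase reporter of PERK-eIF2a-CHOP signalling; quantity: 500 reporter cells seeded per well; buffer or medium: F12 medium containing 10% fetal bovine serum; compound: one dose, 10 µM in 0.5% DMSO; incubation: 6 h compound treatment, 37 °C; measured by: Steady-Glo luciferase luminescence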
Gli-Sufu block: blocks Gli-Sufu signaling in a luciferase reporter; Sufu-KO-LIGHT fibroblasts, Gli luciferase reporter luminescence; inhibition, % at 5 µM; 340,000 compounds, 0.74% hits; AID 588413;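 active = inhibition above about 55%, limit read from the data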;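 also: 0% = DMSO-treated cells and 100% = wells with medium but no cells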
UPR XBP1 act: adaptive UPR (XBP1) activation | CHO-XBP1 luciferase reporter, IRE1-XBP1 UPR activation, luminescence; percent of tunicamycin response, DMSO as zero | activation, % at 20 µM | 330,000 compounds, 0.33% hits | AID 463104;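 active = versus positive control, 20 µM dose yields 30% or more activation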;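 also: 100% = tunicamycin at 10 µg/mL and 0% = DMSO only wells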
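Material: CHO-XBP1 cells stably carrying IRE1-XBP1-driven luciferase reporter | Medium: F12 with 10% serum | Compound dosing: 20 µM single concentration, DMSO 1% | Incubation: Overnight seeding at 37 °C, 6 h compound treatment at 37 °C | Detection: Steady-Glo luminescence read | Read-out basis: % activation of reporter signal versus tunicamycin and DMSO controls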
EBI2 antag: blocks human EBI2 receptor beta-arrestin signaling. P32249. EBI2 beta-arrestin recruitment, luminescence, 7a,25-OHC stimulated. inhibition, % at 5 µM. 360,000 compounds, 0.81% hits. AID 651636; in the data active = inhibition above about 38%;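 also: enzyme fragment complementation signal reports receptor beta-arrestin coupling in cells; 0% = agonist plus DMSO wells and 100% = wells without agonist; some results beyond the cut were filed as inactive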
Target sequence (P32249 whole entry, looked up, the tested form may be a part): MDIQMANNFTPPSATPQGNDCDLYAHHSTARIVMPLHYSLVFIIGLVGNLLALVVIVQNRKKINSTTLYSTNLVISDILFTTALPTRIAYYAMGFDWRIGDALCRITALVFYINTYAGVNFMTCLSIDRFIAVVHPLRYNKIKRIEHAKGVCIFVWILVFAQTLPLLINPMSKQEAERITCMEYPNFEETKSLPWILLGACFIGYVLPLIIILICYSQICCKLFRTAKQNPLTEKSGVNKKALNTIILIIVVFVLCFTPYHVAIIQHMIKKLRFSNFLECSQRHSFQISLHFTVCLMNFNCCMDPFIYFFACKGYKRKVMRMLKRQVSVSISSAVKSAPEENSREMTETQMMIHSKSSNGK
Jurkat NFkB inh: inhibitors of the PMA/ionomycin-induced NF-kB reporter in Jurkat cells; PMA/ionomycin-induced NF-kB luciferase reporter, luminescence; inhibition, % at 4 µM; 330,000 compounds, 0.53% hits; in the data active = inhibition above about 50%
697 NFkB inh: inhibitors of the PMA/ionomycin-induced NF-kB reporter in 697 B cells. 697 B-cell NF-kB luciferase reporter, 16 h. 330,000 compounds, 0.33% hits. inhibition, % at 4 µM. AID 435022; in the data active = inhibition above about 35%
The depositor's hits bear a star; x = not tested or not shown. Compounds as they come; 5% or so of the library scored in one or more.

Values run as follows: CXCR6 block	Jurkat NFkB inh	697 NFkB inh	Mdm2-MdmX inh	CCR6 antag	Gli-Sufu block	EBI2 antag	UPR XBP1 act	CHOP UPR activ
COc1ccc(NC(=O)C(NC(=O)c2ccccc2)C(C)C)cc1 (stereo unspecified)
  2	-13	-14	-24	-6	1	-5	2	1.0
OC1CCN(c2cc(-c3ccccc3)nc3cc(-c4ccc(F)cc4)nn23)CC1
  7	-4	8	17	5	36	36	0	3.4
Cc1ccc(C(C)C)c(OCCCCCN2CCOCC2)c1
  -13	-4	-7	12	12	14	2	2	-0.7
NC1=NC[C@@H](Cc2ccc(O)cc2)N1CCc1cccc(F)c1
  1	25	16	-2	9	-1	-9	0	1.6
O=[N+]([O-])c1cccc(CSc2cccc[n+]2[O-])c1
  -8	-9	21	2	-4	6	-6	-1	2.0
Cc1ccc(C)c(N2CCN(c3ncnc4c3cnn4-c3ccccc3)CC2)c1
  -2	x	x	x	9	13	-5	x	x
O=C(OCC(=O)c1c[nH]c2ccccc12)c1cccc(S(=O)(=O)N2CCCCCC2)c1
  1	11	-11	17	18	-10	13	2	2.4
Cc1ccnc(SC2CC(=O)N(c3ccc(Cl)cc3)C2=O)n1 (stereo unspecified)
  1	-9	6	6	8	-1	5	-2	-0.5
CC(=O)OC(C(=O)NC1CCCCC1)c1ccccc1 (stereo unspecified)
  -2	-3	-8	-9	4	-5	-3	-4	0.9
CCN(CC)C(=O)c1cnn(-c2ccccc2)c1NC(=O)c1ccco1
  -2	-11	4	17	4	-4	-4	-2	-1.4
O=C(Cc1cccs1)N1CCN=C1SCc1ccccc1F
  5	-14	-1	13	-9	x	2	1	-0.6
CS(=O)(=O)N1CCCC(C(=O)Nc2ccc(F)cc2F)C1 (stereo unspecified)
  6	-6	-12	10	5	25	0	2	-2.1
CCCCC1=CC2=CC(=O)C(C)(OC(=O)CC)C(=O)C2=CN1CCCOC(C)C (stereo unspecified)
  -8	0	20	-8	-4	21	-18	1	1.5
CCCN(CC(=O)Nc1ccccc1C)C(=O)c1ccc(C)c(S(=O)(=O)N2CCCCC2)c1
  -9	6	-8	20	12	0	15	-2	2.3
CCc1c(C)nc2ncnn2c1NCCc1ccc(OC)cc1
  -2	78*	-15	30	10	62*	-5	1	4.2

Additional structures
Values run as follows: CXCR6 block	Jurkat NFkB inh	697 NFkB inh	Mdm2-MdmX inh	CCR6 antag	Gli-Sufu block	EBI2 antag	UPR XBP1 act	CHOP UPR activ
CCCn1c(SCC(=O)Nc2nc3c(s2)CCCC3)nc2c1c(=O)n(C)c(=O)n2C
  -10	25	-8	40	4	13	2	-1	-2.4
O=[N+]([O-])c1ccc(C(=S)N2CCN(c3ccc(F)cc3)CC2)cc1
  -4	-2	0	-2	8	7	18	25	-0.5
CCOC(=O)C1CCN(CC(=O)Nc2c(C(=O)OC)[nH]c3cccc(Cl)c23)CC1
  -7	7	5	11	-3	1	1	0	-0.2
CCc1cc2c(=O)n(CCC(C)C)c(=S)[nH]c2s1
  -1	-15	0	2	5	8	-6	3	1.3
COc1ccc(C(C(=O)NC2CCCCC2)N(C(=O)c2cccs2)c2ccc3c(c2)OCO3)cc1 (stereo unspecified)
  17	1	19	27	12	-3	9	-2	-1.9
Cc1ccc(S(=O)(=O)Nc2c(C)nc3nc(C)[nH]n3c2=O)cc1
  -6	3	10	-33	10	-13	1	0	0.6
Cc1cc(C)n(-c2ccc(S(=O)(=O)N3CCOCC3)cc2[N+](=O)[O-])n1
  -7	1	-4	-11	-11	-1	-11	1	0.2
CC(=O)N1CCN(C(=O)c2cc(S(=O)(=O)N(C)c3ccc(F)cc3)ccc2Cl)CC1
  -6	-16	-4	0	4	-5	-13	-1	-1.1
O=C(NCCc1ccncc1)Nc1ccc(F)cc1
  2	5	-10	26	5	6	-2	0	-0.1
C=CCn1c2ccccc2c2nnc(SCc3[nH]c(=O)[nH]c3C(=O)CCCCC(=O)OCC)nc21
  12	2	14	27	12	-4	-6	-1	1.0
O=C(COc1ccc(Cl)cc1)Nc1ccccc1C(=O)NCc1ccco1
  11	2	-16	73*	1	4	9	4	5.8
COc1ccc2c(c1)CCc1cn3nc(C)cc3nc1-2
  -4	-10	13	23	3	0	-5	-1	-1.0
Cc1cc(OCc2nnc(SC(C)C(=O)O)n2Cc2ccccc2)ccc1Cl (stereo unspecified)
  2	2	14	3	-5	-6	10	-5	0.4
COc1ccc(C(=O)NC2CCSc3ccccc32)cc1S(=O)(=O)N1CCOCC1 (stereo unspecified)
  3	8	8	9	4	-3	3	-1	2.3
Cc1nc2nc(SCC(=O)NCc3ccco3)nn2c(C)c1Cc1c(F)cccc1Cl
  -4	4	-2	4	0	7	7	1	-1.6

A few values from the results shown.
Gli-Sufu block, O=C(COc1ccc(Cl)cc1)Nc1ccccc1C(=O)NCc1ccco1 stands at 4
Jurkat NFkB inh, Cc1cc(OCc2nnc(SC(C)C(=O)O)n2Cc2ccccc2)ccc1Cl (stereo unspecified) stands at 2

Following part.
Values run as follows: CXCR6 block	Jurkat NFkB inh	697 NFkB inh	Mdm2-MdmX inh	CCR6 antag	Gli-Sufu block	EBI2 antag	UPR XBP1 act	CHOP UPR activ
CCOc1ccc(C(=O)NCC(=O)NNC(=O)c2cc(C)oc2C)cc1OCC
  -8	0	5	22	2	-2	-12	1	-1.8
Cc1ccc(NC(=O)COC(=O)Cn2cnc3c2c(=O)n(C)c(=O)n3C)c(Cl)c1
  -8	4	6	-3	9	-4	-1	5	2.0
CN(C)C(=O)c1cn(-c2ccccc2)nc1-c1cc2ccccc2o1
  3	14	21	-10	16	2	10	2	0.2
O=C(NCc1ccco1)c1cc(-c2ccccc2)nc2ccccc12
  3	-8	12	15	-1	-2	2	-5	-0.5
NC(=O)c1c(NC(=O)c2cccnc2)sc2c1CCCC2
  -5	-26	-43	-4	10	-2	-7	7	2.6
Cc1ccc(NC(=O)N/C=C/c2ccco2)cc1
  2	6	-35	-13	-2	0	-7	-1	1.4
c1nc(NCC2CCCO2)c2[nH]cnc2n1 (stereo unspecified)
  4	7	10	1	-10	-11	-11	0	-1.6
NS(=O)(=O)c1ccc(CCNC(=O)CSc2ccc3ccccc3c2)cc1
  -13	-1	0	-9	1	-12	6	-1	0.3
Cc1ccc(SCc2ccc(C(=O)Nc3cccc([N+](=O)[O-])c3)cc2)cc1
  -5	-6	-42	1	10	-17	3	-1	0.7
CCC1CN(C(=O)N2CCC(C(=O)NCc3cccc(F)c3)CC2)c2ccccc2O1 (stereo unspecified)
  5	11	-1	18	10	-1	9	-2	1.8
O=C(NCc1nnnn1-c1ccc(F)cc1)C1CC(=O)N(c2ccc(F)cc2)C1 (stereo unspecified)
  -6	-26	-10	19	-1	10	-7	1	-1.2
NC(=O)CSc1nnc(-c2cccc(S(=O)(=O)N3CCOCC3)c2)n1C1CCCCCC1
  1	2	4	-15	-13	5	-2	-5	2.1
Cc1ccc(-c2csc(NCCc3nc4cc(Cl)c(Cl)cc4n3CCCO)n2)cc1
  -1	6	-1	-18	13	57*	-7	-1	-2.2
CCC(CC)c1nnc(NC(=O)c2cccnc2SC)s1
  -2	-8	-29	-7	18	-23	-5	-1	-0.5
COc1ccccc1CCNC(=O)c1ccccc1SCC(=O)N1CCCC1
  -5	-6	15	27	11	-2	-3	-3	0.2

Going on with the list:
Values run as follows: CXCR6 block	Jurkat NFkB inh	697 NFkB inh	Mdm2-MdmX inh	CCR6 antag	Gli-Sufu block	EBI2 antag	UPR XBP1 act	CHOP UPR activ
CC(=O)Nc1ccc(S(=O)(=O)NNC(=O)c2cccc(Cl)c2)cc1
  8	-1	8	2	1	-5	-4	-1	1.1
CCC/C(=N\NC(=O)c1cccc(C)c1)c1ccccc1
  -4	9	-9	-14	9	-2	-13	-5	4.8
C/C(N)=C(/C#N)C(=O)COC(=O)c1ccccc1O
  3	0	13	-26	3	2	-1	2	2.4
O=C(CCn1c(=O)c2cccn2c2cccnc21)N1CCN(c2cccc(Cl)c2)CC1
  3	-5	25	30	21	29	2	-2	0.6
Cc1cc2oc(=O)cc(CN3CCN(S(=O)(=O)c4cccs4)CC3)c2cc1C(C)C
  5	19	-30	31	17	9	6	3	2.2
COc1cc(/C=C\C(=O)O)cc(S(=O)(=O)N2CCCCCC2)c1OC
  1	-5	15	10	-1	6	5	-6	-1.8
COCC(=O)N1CCC(n2nccc2NC(=O)CCOc2ccccc2)CC1
  2	-3	0	-10	-59	-4	-3	-4	2.8
NC(=O)Cn1cc(/C=N\NS(=O)(=O)c2ccccc2)c2ccccc21
  9	11	-6	9	8	5	-1	-5	0.5
O=Cc1c(N2CCOCC2)nc2ccccn2c1=O
  -4	11	1	11	10	5	10	-1	0.0
CC(C)OC(=O)c1cccc2c1C(=O)c1ccccc1-2
  6	-12	-46	10	8	-30	-17	4	4.4
CNS(=O)(=O)c1cc2c3c(cccc3c1)C(=O)NC2=O
  -7	0	4	48	3	2	-2	-5	-0.9
NC(=O)C[C@H](N)c1cn([C@@H](CC(N)=O)C(=O)N2CCNCC2)nn1
  3	-8	10	-28	-9	-28	-8	1	-1.1
NC(=S)N/N=C/c1ccc(-c2cc(Cl)ccc2Cl)o1
  8	14	25	30	23	3	-1	-1	1.6
CCn1c(=S)sc2c(=O)n(CC(=O)NC(C)CCc3ccccc3)c(C)nc21 (stereo unspecified)
  -5	10	5	16	1	1	4	-2	-0.8
Cc1ccc(Cl)cc1N1CCN(C(=O)c2ccc(NC3=NC4CS(=O)(=O)CC4S3)cc2)CC1 (stereo unspecified)
  0	8	12	19	3	4	-4	0	0.7
COc1ccc(OC)c(CNc2c(C=O)c(=O)[nH]c3ccccc23)c1
  15	4	16	16	9	16	6	-2	0.7
